# TCR act: activators of T cell receptors; primary human leukocytes, anti-CD3, IL-2 HTRF, 48 h; Potency, µM (top dose mostly 9.22 µM), without a hit: top-dose activation of IL-2 secretion, usual class: activators; 330,000 tested, under 10 active; AID 504894; also: % of control where 0% means no effect
#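 48 hr co-incubation of compounds, a-CD3 beads and primary human leukocytes; IL-2 quantified homogeneously by HTRF with anti-IL-2 K and d2 conjugates.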
# Giardia killer: Giardia lamblia killing. 340,000 tested, 0.15% active. AID 540267. activity change, % at 7.66 µM, hits read low. Giardia lamblia trophozoite viability; in the data active = activity change below about -80%; inconclusive = between about -30% and that limit;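 also: parasites exposed to compound for two days anaerobically before the ATP read; % is scaled to controls: 0 for no effect and ±100 for the full control effect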
#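 Trophozoite viability was measured as ATP-dependent luminescence, read 15-30 min after reagent addition. Before that, parasites at 100 cells/well were exposed to compounds for 48 h, anaerobically, at 37 deg C.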
# A-T KAP1 phos: potential ataxia-telangiectasia treatment; […] A-T fibroblasts, KAP-1 phosphorylation AlphaLISA; neocarzinostatin DNA damage 30 min before lysis; 320,000 tested, 0.19% active; AID 485349; Potency, µM (series often up to 57.5 µM), for the others: at the highest dose activation, usual class: activators; also: potency is read from the fitted curve at half-maximal effect; % of control where 0% means no effect; nearly all actives have a fitted effect of over 45% in size
#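 ATM-like activity read as KAP-1 phosphorylation via AlphaLISA donor/acceptor antibody pairs after lysis and 6 hr at 25C. Cells were ATM-null patient fibroblasts ([…], hTERT), dosed 60 min, then exposed to the DSB inducer NCS for 30 min.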
# hERG WT inh: inhibitors of human wildtype KCNH2 potassium channel; Q12809; activity change, % at 1.84 µM; 340,000 tested, 0.37% active; U2OS, BacMam KCNH2, thallium flux FluxOr; hits give low values; AID 720551;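 active = maximum activity change below -70%; inconclusive = maximum activity change between -70% and -50%; inactive = maximum activity change above -50%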; also: % is scaled to controls: 0 for no effect and ±100 for the full control effect
#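 U2OS cells transduced with wild-type KCNH2 virus are loaded with FluxOr dye for 45 min, and thallium flux is measured in kinetic reads before and after stimulation buffer. Rate constants are normalized to DMSO controls.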
# Coupling enz: coupling enzyme interference in Giardia aldolase counter-screen; coupling enzyme system counterscreen, AmpLite Red fluorescence; activity change, negative = inhibition, % at 58.2 µM, hits read low; 290,000 tested, 0.67% active; AID 2472; in the data active = activity change below about -30%; also: % is scaled to controls: 0 for no effect and ±100 for the full control effect
#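 Final compound at 57.5 uM, incubated 10 min at RT with coupling enzyme reagent (glyceraldehyde-3-phosphate), then 20 min with substrate and AmpLite Red detection. Fluorescence read at 525/598 nm; tests interference with the coupling assay, not aldolase inhibition.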
# Tb PFK inh: blocks T. brucei phosphofructokinase; 330,000 tested, 0.17% active; T. brucei PFK, ADP-Glo luminescence; O15648; AID 485367; Potency, µM (titrated, usually from 57.5 µM), without a hit: top-dose activity, negative = inhibition, actives largely listed as inhibitors;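 also: potency is read from the fitted curve at half-maximal effect; 0% = uninhibited 1x PFK enzyme wells and -100% = no-enzyme wells; nearly all actives have a fitted effect of over 60% in size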
# Target sequence (O15648 whole entry, looked up): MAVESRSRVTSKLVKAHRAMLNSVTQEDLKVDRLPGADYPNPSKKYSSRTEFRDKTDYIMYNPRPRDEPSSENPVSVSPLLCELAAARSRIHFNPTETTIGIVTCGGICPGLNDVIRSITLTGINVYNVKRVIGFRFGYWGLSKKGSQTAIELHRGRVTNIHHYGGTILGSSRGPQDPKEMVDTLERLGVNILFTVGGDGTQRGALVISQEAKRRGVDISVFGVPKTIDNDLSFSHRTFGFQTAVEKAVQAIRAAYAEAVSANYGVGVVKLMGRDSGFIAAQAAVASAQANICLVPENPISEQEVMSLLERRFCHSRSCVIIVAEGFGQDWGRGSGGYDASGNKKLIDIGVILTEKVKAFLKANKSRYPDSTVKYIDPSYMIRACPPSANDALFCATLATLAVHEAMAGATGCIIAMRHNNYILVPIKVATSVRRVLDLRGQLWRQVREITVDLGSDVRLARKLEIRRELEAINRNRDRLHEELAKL
#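 1.25 nM PFK with 0.5 mM F6P and 0.1 mM ATP in 0.1 M TEA pH 8.0, 5 mM MgCl2, incubated 45 min at room temperature; ADP measured by ADP-Glo luminescence; compounds titrated up to 57 uM.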
# GALK inh: blocks human galactokinase activity; P51570; Purified GALK, Kinase-Glo residual ATP luminescence; Potency, µM (series often up to 57.5 µM), inactives show top-dose activity change, negative = inhibition, usual class: inhibitors; 270,000 tested, 0.007% active; AID 1868; also: potency is read from the fitted curve at half-maximal effect; % is scaled to controls: 0 for no effect and ±100 for the full control effect
# Target sequence (P51570 whole entry, looked up): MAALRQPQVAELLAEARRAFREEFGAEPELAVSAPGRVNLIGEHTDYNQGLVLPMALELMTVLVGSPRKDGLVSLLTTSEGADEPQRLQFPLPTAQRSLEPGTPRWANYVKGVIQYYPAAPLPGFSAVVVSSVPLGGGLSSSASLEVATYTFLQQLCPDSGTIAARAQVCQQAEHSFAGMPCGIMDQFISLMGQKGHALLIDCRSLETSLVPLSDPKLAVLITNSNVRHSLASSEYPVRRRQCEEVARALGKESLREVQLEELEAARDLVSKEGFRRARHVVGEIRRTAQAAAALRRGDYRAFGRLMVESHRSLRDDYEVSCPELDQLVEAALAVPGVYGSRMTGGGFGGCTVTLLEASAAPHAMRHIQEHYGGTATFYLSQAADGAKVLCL
#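 Human GALK (5 nM) with 35 uM ATP and 100 uM galactose in 20 mM HEPES pH 8.0, 5 mM MgCl2, 60 mM NaCl, 1 mM DTT, 0.01% BSA. After 1 h at room temperature, leftover ATP was read by Kinase-Glo Plus luminescence.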
# MLL CXXC-DNA inh: inhibitors of human MLL CXXC domain-DNA interaction. MLL-CXXC / FITC-HOXA9 DNA fluorescence polarization. Potency, µM (series often up to 115 µM), for the others: at the top dose activity change, negative = inhibition, hits mostly inhibitors. 290,000 tested, 0.037% active; active = well fitted inhibition curve with a large enough effect in the polarisation, with a control signal flat, not every such curve was filed as active; inconclusive = small, poorly fitted or top-dose-only effect, or effect the other way, or a change in a side signal; inactive = no such curve, though single readings can be large or run the other way; the % refers to the polarisation; also: potency is read from the fitted curve at half-maximal effect
#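 Purified MLL-CXXC (added from a 7 uM solution) was preincubated 5 min at ambient with pinned compounds in 50 mM Tris-HCl pH 7.5, 50 mM NaCl, 1 mM DTT, 0.05% BSA. Fluorescein-labeled HOX-A9 DNA (50 nM solution) followed, 30 min, then polarization read.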
# TSHR antagonist: human thyrotropin receptor antagonism. P16473. TSHR-expressing cells, TSH-stimulated cAMP HTRF, 2 h; hits give low values. activity change, negative = inhibition, % at 11.5 µM. 330,000 tested, 0.2% active;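 active = activity change below a set negative limit, meaning inhibition stronger than a set level, cut at about -70% in these data; inconclusive = activity change between two set negative limits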; also: % is scaled to controls: 0 for no effect and ±100 for the full control effect
#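 Antagonism was scored as loss of TSH-driven cAMP in TSHR cells, stimulated with 4nM TSH (EC80) for 2 hours at 37 deg C and detected by homogeneous HTRF competition immunoassay.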
# BCR signal inh: blocks chronic active B-cell receptor signaling; AID 493014; Potency, µM (doses to about 46.1 µM), without a hit: at the top dose ratio change, negative = lower green/red ratio, most hits filed as inhibitors; 340,000 tested, 0.05% active; ABC-DLBCL IkBa-CBG/CBR reporter, luminescence ratio, 4 h; active = well fitted inhibition curve with a large enough effect in the signal ratio, with a control signal flat, not every such curve was filed as active; inconclusive = small, poorly fitted or top-dose-only effect, or effect the other way, or a change in a side signal; the % refers to the signal ratio;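 also: potency is read from the fitted curve at half-maximal effect; plate controls were basal doxycycline-induced cells for no effect and cells given 10 µM MG132 for full effect; MG132 reads +100%, hits lower the ratio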
#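 Doxycycline induced both beetle luciferases in TMD8 lymphoma cells; IKK-driven degradation limits the IkappaBalpha-fused green signal, while red luminescence normalises for cell number and nonspecific effects. Compounds tested up to 46 uM, 4 hrs.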
# * = called active by the depositor; u = inconclusive; x = not tested or not shown; & = joins results of further samples; [ ] = dose if it differs, or a comment. Unless noted, calls follow the shape of the dose curve; as a rule, active = well fitted curve in the direction sought with a large enough effect; inconclusive = small, poorly fitted or top-dose-only effect, or another doubt; inactive = no such curve, though single readings can be large; an effect the other way counts as inactive or inconclusive.
SMILES	hERG WT inh	TSHR antagonist	Giardia killer	A-T KAP1 phos	Tb PFK inh	GALK inh	Coupling enz	TCR act	MLL CXXC-DNA inh	BCR signal inh
CCOC(=O)CCCCC(=O)c1[nH]c(=O)[nH]c1CSc1nc2ccccc2[nH]1	-6	14	33[activator]	-6%	-6%	-3%	-6	-6%[46.1 µM]	-6%	u
Cc1cccc(NC(=O)COc2cccc3c2CCN(Cc2ccccc2)C3=O)c1C	41	-3	3	2%	-9%	3%	2	-7%[46.1 µM]	2%	-2%
CCC1CCCCN1C(=O)c1noc(C(C)C)c1[N+](=O)[O-] (stereo not given)	0	2	-12	12%	0%	-2%	1	7%[46.1 µM]	6%	5%
CC(C)(C)NC(=O)CN(Cc1cccnc1)C(=O)c1csnn1	-2	11	-4	2%	-5%	1%	3	-3%	-5%	u
COC(=O)CN1C(=O)C(O)(CC(=O)c2ccc(Cl)cc2)c2ccccc21 (stereo not given)	-6	7	-1	-4%	-7%	-3%	0	4%	-3%	1%
CCn1ccnc1CN1CCC(n2nccc2NC(=O)CCc2ccccc2)CC1	-3	4	2	12%	-9%	3%	x	3%	11%	0%
COc1ccc(CNC(=O)CN(C)S(=O)(=O)c2ccc(Br)s2)cc1	7	-11	-1	0%	-2%	-5%	1	2%	-5%	0%
CCCN(CCC)c1cc(Cl)nc(N)n1	-13	1	-8	1%	0%	0%	1	-5%	3%	0%
N/C(=N\OC(=O)CC1CCCCC1)c1ccc(Br)cc1	11	-9	-6	-7%	1%	-2%	x	3%	34%	u
COC(=O)CCCC1=CC2=C(c3ccccc3)C(=O)C(C)(OC(=O)C3CCCC3)C(=O)C2=CN1CCc1ccccn1 (stereo not given)	13	-5	u	-23%	-7%	4%	-13&-21	-2%	-2%	5%
CCOc1ccccc1NC(=O)c1ccc(OCC)c([N+](=O)[O-])c1	2	-11	-4	3%	2%	0%	0	-11%[46.1 µM]	0%	-4%
CCc1onc(C)c1C(=O)Nc1cc(C)ccc1OC	-1	25	-9	-4%	-1%	0%	0	-1%	-4%	19%

# Profiles from above:
# Listed for COc1ccc(CNC(=O)CN(C)S(=O)(=O)c2ccc(Br)s2)cc1 : hERG WT inh = 7; TSHR antagonist = -11; Giardia killer = -1; A-T KAP1 phos = 0%; Tb PFK inh = -2%; GALK inh = -5%; Coupling enz = 1; TCR act = 2%; MLL CXXC-DNA inh = -5%; BCR signal inh = 0%
# Listed for CCc1onc(C)c1C(=O)Nc1cc(C)ccc1OC : hERG WT inh = -1; TSHR antagonist = 25; Giardia killer = -9; A-T KAP1 phos = -4%; Tb PFK inh = -1%; GALK inh = 0%; Coupling enz = 0; TCR act = -1%; MLL CXXC-DNA inh = -4%; BCR signal inh = 19%

# Carrying on:
SMILES	hERG WT inh	TSHR antagonist	Giardia killer	A-T KAP1 phos	Tb PFK inh	GALK inh	Coupling enz	TCR act	MLL CXXC-DNA inh	BCR signal inh
NC(=O)COc1ccc(NC(=O)c2ccccc2-c2ccccc2)cc1	3	-1	-1	6%	4%	0%	3	5%	4%	0%
N#Cc1c(-c2ccco2)nc(NCC2CCCO2)[nH]c1=O (stereo not given)	9	14	9	1%	2%	3%	1	-6%	6%	12%
CCc1ccc(N2CCN(CCNC(=O)Nc3ccc(OC)cc3)CC2)cc1	-26	6	2	-4%	-3%	3%	1	-5%	-2%	0%
COc1ccccc1/C=C/C(=O)OCCCN(C)C	3	3	12	-4%	-6%	9%	2	-18%	1%	u
CCOC(=O)C1CCCN(C(=O)c2ccc(OCC)cc2)C1 (stereo not given)	7	-4	7	2%	0%	3%	-1	0%	-4%	3%
COc1ccc(S(=O)(=O)N2CCN(Cc3cccc(Cl)c3)CC2)cc1	-3	-18	-15	2%	-2%	0%	0	-2%	1%	3%
COC(=O)C1=CN(C2CC2)C=C(C(=O)OC)C1c1ccc(C(=O)OC)cc1	8	15	6	32µM*	-2%	2%	3	-2%	-4%	-5%
CC(=O)Nc1ccc(S(=O)(=O)NC(C)CCc2ccccc2)cc1 (stereo not given)	-2	-8	9	3%	-5%	0%	-2	x	-4%	-4%
O=C(O)c1ccc2c(c1)C(=O)N([C@H](Cc1ccc(Cl)cc1)C(=O)O)C2=O	x	-5	x	8%	7%	x	12	x	x	-10%
Cc1ccc(S(=O)(=O)NC(=O)c2ccccc2F)cc1	-7	-9	-8	5%	1%	-3%	x	-7%	-3%	-3%
COc1ccc(N2CCN(S(=O)(=O)CCNC(=O)c3cc(=O)c4ccccc4o3)CC2)cc1	-2	4	-1	-9%	-1%	1%	x	0%	-4%	2%
O=C(c1cccc(N2C(=O)C3CC=CCC3C2=O)c1)N1CCCc2ccccc21 (stereo not given)	5	-7	-11	1%	-4%	-2%	1	1%	0%	6%

# Continuation.
SMILES	hERG WT inh	TSHR antagonist	Giardia killer	A-T KAP1 phos	Tb PFK inh	GALK inh	Coupling enz	TCR act	MLL CXXC-DNA inh	BCR signal inh
Cc1nn(-c2ccccc2)c(C)c1/C=N/Nc1nc2ccccc2[nH]1	-13	14	-16	4%	-3%	2%	0	1%[46.1 µM]	20%	-26%
CCOC(=O)c1c(NC(=O)COC(=O)c2nccnc2N)sc2c1CCC2	-6	2	44[activator]	6%	-2%	x	x	-69%	x	3%
CCOC(=O)c1cc(-c2csc(-c3cccc(Cl)c3)n2)on1	12	29	10	5%	-1%	1%	-5	-2%	-8%	u
Nc1c2c(nc3ccc(Br)cc13)N(C1CCCCC1)CC2	x	-6	x	-2%	0%	-1%	-7	x	u	u
Cc1c(C(=O)Nc2c(F)cccc2F)sc2ncn(CC(=O)N3CCCCC3)c(=O)c12	-8	4	-26	2%	0%	9%	0	7%	-1%	u
COc1cc2c(cc1OC)CN(C(=O)c1cc(S(=O)(=O)N3CCOCC3)ccc1Cl)CC2	2	-11	-16	7%	-3%	7%	-4	-2%	4%	0%
Cc1nnc(SCC(=O)NN2C(=O)NC3(CCCCC3)C2=O)s1	-1	-1	4	-3%	4%	3%	-2	3%[46.1 µM]	1%	-21%
Cc1ccc(S(=O)(=O)N2CCN(C(=O)Cn3nc(C)c([N+](=O)[O-])c3C)CC2)c(C)c1	5	10	8	0%	8%	-6%	x	4%	-3%	u
COc1ccc(C(=O)CCC(C)(C)[N+](=O)[O-])cc1OC	2	-4	-1	-4%	4%	0%	0	-3%	-3%	-8%
Cc1ccc(S(=O)(=O)N(C)C)cc1NC(=O)COC(=O)COc1ccc2c(C)cc(=O)oc2c1	-19	-21	13	-3%	-7%	x	x	4%[46.1 µM]	x	2%
O=C(NC1CCCCCC1)C(=S)NC1CCCCC1	-2	4	-23	7%	u	1%	-13	3%	11%	u
CCOC(=O)C1CCN(C(=O)c2sc3ncnc(N4CCC(C)CC4)c3c2C)CC1	6	-3	-13	2%	1%	-1%	0	-6%[46.1 µM]	0%	-14%

# Another view of some results above:
# Under each structure – hERG WT inh	TSHR antagonist	Giardia killer	A-T KAP1 phos	Tb PFK inh	GALK inh	Coupling enz	TCR act	MLL CXXC-DNA inh	BCR signal inh
> CCOC(=O)c1cc(-c2csc(-c3cccc(Cl)c3)n2)on1
  12	29	10	5%	-1%	1%	-5	-2%	-8%	u
> Nc1c2c(nc3ccc(Br)cc13)N(C1CCCCC1)CC2
  x	-6	x	-2%	0%	-1%	-7	x	u	u

# The results go on:
SMILES	hERG WT inh	TSHR antagonist	Giardia killer	A-T KAP1 phos	Tb PFK inh	GALK inh	Coupling enz	TCR act	MLL CXXC-DNA inh	BCR signal inh
COc1ccc(/C=N/NC(=S)Nc2ccccc2)cc1COc1ccc(F)cc1	-7	2	-23	-3%	-2%	2%	12	4%[46.1 µM]	-5%	u
Cc1ccccc1NC(=O)Cc1nc(COC(=O)C(C)C)cs1	-26	-7	7	-6%	-5%	-6%	-1	-4%	u	2%
CC(C)n1nc(C(=O)Nc2nnc(SCc3c(Cl)cccc3Cl)s2)c2ccccc2c1=O	-10	-22	-11	2%	4%	-3%	-2	x	16%	-17%
CCCN1CCN(c2ncnc3scc(C4COc5ccccc5O4)c23)CC1 (stereo not given)	5	-4	3	-2%	-3%	-2%	1	2%	1%	u
CCOC(=O)C1=C(N)c2ccccc2CC1C1CCCC1 (stereo not given)	-3	-1	3	u	-3%	5%	-2	3%	0%	18%
COc1ccc2nc(NC(=O)C3CCCN(S(=O)(=O)c4c(C)noc4C)C3)sc2c1 (stereo not given)	3	-17	4	-8%	-4%	0%	0	0%	14%	-5%
Cc1nc(NCC2CCCO2)c2nnn(Cc3c(F)cccc3Cl)c2n1 (stereo not given)	-23	1	-13	0%	1%	-2%	4	-9%	5%	u
COc1ccc(CCCc2nnc(SCC(=O)N/N=C\c3ccc(O)c(OC)c3)o2)cc1C	2	-14	-8	-3%	-3%	x	1	-2%	5%	u
Cn1c(SCC(=O)c2cc3ccccc3o2)nnc1-c1ccccc1	7	-6	-6	26%	0%	3%	2	-5%	9%	u
